Source: PubChem (several laboratories)
NS3 helicase inh: HCV NS3 helicase inhibition; NS3 helicase DNA unwinding, Cy5 molecular beacon fluorescence; AID 1800; 290,000 compounds, 0.56% hits; inhibition, % at 10.9 µM;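 active means inhibition above the mean of all tested compounds plus 3 SD, set per campaign, cut at about 35% in these data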;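 further: 0% = DMSO wells and 100% = thioflavine S control wells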
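Assay system – hepatitis C virus NS3 helicase domain fragment enzyme · Buffer or medium – MOPS pH 6.5, MgCl2, DTT, Tween20, BSA · Reagent – Cy5/quencher beacon DNA duplex and ATP to start · Compound – single 10.9 µM dose · Timing – 1 h at 25 °C · Technique – Cy5 beacon fluorescence read at start and 1 h · Measure – % inhibition of unwinding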
VIM-2 inhibitor: inhibitors of Pseudomonas aeruginosa VIM-2 metallo-beta-lactamase; purified VIM-2, nitrocefin hydrolysis, epi-absorbance fluorescence; inhibition, % at 5.6 µM; 290,000 compounds, 0.89% hits;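 active means inhibition above the mean of all tested compounds plus 3 SD, cutoff set per screening run, cut at about 7.5% in these data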;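 further: red hydrolysis product quenches plate fluorescence so inhibitors raise well fluorescence; 0% = enzyme with DMSO and 100% = DMSO without enzyme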
M18AAP inhibitor: blocks P. falciparum M18 aspartyl aminopeptidase | 290,000 compounds, 1.2% hits | recombinant PfM18AAP, H-Glu-NHMec fluorogenic cleavage | inhibition, % at 7.35 µM | AID 1822;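 active means inhibition above the campaign mean inhibition over all tested compounds plus 3 SD, cut at about 28% in these data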;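 further: 0% = plate median of test compound wells and 100% = 2 mM ZnCl2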
NALP1 inh: inhibitors of NALP1 inflammasome in yeast; S. cerevisiae NALP1/ASC/caspase-1 growth, X-gal OD620, 72 h; inhibition, % at 10 µM; 280,000 compounds, 0.61% hits; AID 2071; in the data active means inhibition mostly above about 24%, no sharp cut-off; inactive means mostly below about 32%; further: some compounds called inactive have numbers as strong as hits
MEKK2wt PB1 HTS: raises or lowers MEK5 binding to wildtype human MEKK2 PB1 domain; binding response (% of control), % at 10 µM; 290,000 compounds, 1.1% hits; bead flow cytometry, Alexa488-MEK5 binding to MEKK2 WT; actives lie on both sides; in the data active means binding response below about 67% or above about 130%
MEKK2 mut-MEK5: signal of MEK5 binding to mutant human MEKK2 PB1 domain; bead flow cytometry, Alexa488-MEK5 binding to MEKK2 mutant; percent response, % at 10 µM; 290,000 compounds, 0.35% hits; in the data active means percent response above about 24%, passing the limit was not always enough; further: inactives centre near 1; some results filed as inactive read as strong as hits
IMP-1 inh: blocks Pseudomonas aeruginosa IMP-1 metallo-beta-lactamase; purified IMP-1, nitrocefin hydrolysis, epi-absorbance fluorescence; inhibition, % at 5.6 µM; 290,000 compounds, 0.45% hits; AID 1556;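 active means inhibition above the mean plus 3 SD of all compounds in the same screening run, cut at about 4.5% in these data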;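 further: 0% = IMP-1 with DMSO and 100% = DMSO wells lacking enzyme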
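Assay system: purified recombinant IMP-1 beta-lactamase. Input: IMP-1 0.2 nM before substrate addition. Buffer or medium: Zinc- and detergent-supplemented HEPES buffer, pH 7.1. Schedule: 25 °C, 15 min preincubation, 25 min reaction. Signal: Epi-absorbance fluorescence, 480 nm excitation, 530 nm emission. Evaluation: percent inhibition from optical density relative to buffer-blank wells.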
DNA FID counter: displaces DNA intercalator in HCV helicase counter-screen. DNA fluorescent intercalator displacement, fluorescence. inhibition, % at 7.9 µM. 290,000 compounds, 0.17% hits. AID 1845; in the data active means inhibition above about 37%;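 further: 0% = vehicle and 100% = reference compound; higher means more ethidium bromide displaced from hairpin DNA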
UBC9 SUMO inh: blocks human SUMOylation mediated by UBC9; P63279; HTRF SUMOylation assay, SAE1/SAE2 + UBC9, in vitro; inhibition, % at 35 µM; 290,000 compounds, 0.36% hits; in the data active means inhibition above about 50%, passing the limit was not always enough; further: strong numbers were not always called active
Target sequence (P63279 whole entry, looked up): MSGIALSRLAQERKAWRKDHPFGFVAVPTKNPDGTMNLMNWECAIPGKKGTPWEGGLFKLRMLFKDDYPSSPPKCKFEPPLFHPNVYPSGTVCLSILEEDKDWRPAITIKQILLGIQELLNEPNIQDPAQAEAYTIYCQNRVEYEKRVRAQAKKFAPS
* = called active by the depositor; nt = not tested or not shown; [ ] = remark or other dose. An unsorted share of the library. Share with any hit: about 4.7%.

SMILES	NS3 helicase inh	VIM-2 inhibitor	M18AAP inhibitor	NALP1 inh	MEKK2wt PB1 HTS	MEKK2 mut-MEK5	IMP-1 inh	DNA FID counter	UBC9 SUMO inh
Cc1ccccc1C(=O)NNC(=O)C1CCN(c2ncccn2)CC1	15	0.5	-3	32	91	-9	-1.3	-10	3
COCc1cc(C)nc(OCC(=O)N/N=C/c2ccc(O)cc2O)c1C#N	8	-0.8	10	-8	89	-3	-1.6	-11	3
Cc1oc2c(C)c3oc(=O)c4c(c3cc2c1C)CCC4	2	-1.8	0	8	97	0	-2.8	-1	5
O=C1Nc2ccc(F)cc2C12Nc1ccccc1-c1nnc(SCc3ccccc3)nc1O2 (centres undefined)	5	1.3	-1	12	93	2	-0.8	4	2
CCOP(=O)(OCC)C(NC(=O)c1cccs1)C(F)(F)F (centres undefined)	-10	-4.9	-3	-2	95	-2	-2.4	1	14
COc1ccc(CNC(=O)C2CCCN(C(=O)Nc3ccccc3OC)C2)cc1 (centres undefined)	-1	-2.5	0	3	105	7	-5.4	-22	-2
COc1ccc(S(=O)(=O)NNc2nc(C)cc(C)n2)cc1[N+](=O)[O-]	2	-0.3	62*	16	99	-1	-2.1	-4	-1
Cc1ccc(Cl)cc1NC(=O)C(=O)N/N=C/c1ccc2c(c1)OCO2	4	-1.0	-4	7	104	1	-1.3	-7	25
COCCNC(=O)/C(C#N)=C/c1c(N2CCN(C)CC2)nc2ccccn2c1=O	24	2.9	6	19	94	-4	0.5	4	14
CCOC(=O)C1=C(C)N=c2s/c(=C/c3cccc([N+](=O)[O-])c3O)c(=O)n2C1c1cc(OC)c(OC)c(OC)c1 (centres undefined)	10	7.5	6	-9	86	-6	-6.2	-18	-6
Cc1cccnc1NC(=O)c1csnn1	0	-1.2	0	-6	30*[inhibitor]	5	-2.9	-3	2
Cc1ccc(NC(=O)CSC(C)C(=O)NCCc2ccccn2)cc1 (centres undefined)	5	-0.6	3	-12	94	-3	-0.2	-7	9
CC(C)(C)c1nc(SCC(=O)N2CCCC2)c2ccccc2n1	-2	-3.0	-16	3	105	2	-1.1	-11	-3
COc1ccc(OCC(=O)Nc2nnc(S(=O)(=O)N3CCCCCC3)s2)cc1	3	-1.5	1	1	96	-3	-1.2	-32	14
CCOC(=O)C1Sc2[nH]c(=O)sc2C(c2ccc(Cl)cc2)C1C(=O)OCC (centres undefined)	17	-1.6	13	4	95	1	2.5	-37	21

Among those listed so far, these contain a Cl atom:
SMILES	NS3 helicase inh	VIM-2 inhibitor	M18AAP inhibitor	NALP1 inh	MEKK2wt PB1 HTS	MEKK2 mut-MEK5	IMP-1 inh	DNA FID counter	UBC9 SUMO inh
Cc1ccc(Cl)cc1NC(=O)C(=O)N/N=C/c1ccc2c(c1)OCO2	4	-1.0	-4	7	104	1	-1.3	-7	25
CCOC(=O)C1Sc2[nH]c(=O)sc2C(c2ccc(Cl)cc2)C1C(=O)OCC (centres undefined)	17	-1.6	13	4	95	1	2.5	-37	21

Other compounds
SMILES	NS3 helicase inh	VIM-2 inhibitor	M18AAP inhibitor	NALP1 inh	MEKK2wt PB1 HTS	MEKK2 mut-MEK5	IMP-1 inh	DNA FID counter	UBC9 SUMO inh
O=S(=O)(c1cccs1)N1CCc2ccccc21	-6	2.2	-13	-4	110	11	-1.2	0	20
O=C(CN1CCC(C(=O)c2ccc(F)cc2)CC1)Nc1ccccc1	-10	-1.9	6	-2	108	4	-3.6	-2	3
O=c1[nH]c(CSc2nc(-c3ccc(F)cc3)cs2)nc2ccccc12	-5	-0.5	-2	4	99	-2	-1.2	-4	-12
COc1cc2c(cc1NC(=O)c1cccnc1)CCCC2	-4	-2.5	-16	5	104	1	-1.4	-9	7
CC1(C)CC(=O)C=C(NNC(=O)c2ccccc2O)C1	9	-2.6	9	-8	103	3	-1.5	-14	1
O=S(=O)(NCCc1ccccc1)c1cccc2nsnc12	12	-1.3	-1	6	92	-8	-1.2	-5	22
COc1ccc(NC(=O)CN2CCN(CC(=O)Nc3ccccc3Cl)CC2)cc1	-10	-3.3	3	8	93	-19	-0.9	-22	4
COc1ccc(Br)cc1S(=O)(=O)NNC(=O)c1c(C)nc2ccccn12	-1	-2.6	11	2	85	-12	-2.9	-2	5
CC1=CC2=NC(=O)/C(=C\c3cc(C)n(-c4ccc(F)cc4)c3C)C(=N)N2O1	-2	-5.1	-1	38	102	1	-4.5	-6	13
NN1C(=O)/C(=C\c2ccco2)SC1=S	38*	-3.5	34*	21	104	11	-2.2	-5	91
COc1ccccc1NC(=O)Cc1noc(CSc2nnc(C(F)(F)F)n2C)n1	12	-2.8	3	-2	109	-1	-2.8	-21	-8
C=C(C)C1CC=C(CN2CCC(O)CC2)CC1 (centres undefined)	3	-5.0	14	-2	99	-1	-2.3	-2	12
Nc1nc(NCc2ccco2)nc(N2CCOCC2)c1[N+](=O)[O-]	21	-0.7	1	11	101	0	-1.0	-6	14
COCCNC(=O)/C(C#N)=C/c1ccc(O)cc1	1	1.6	-1	nt	80	-22	-0.3	-2	-12
CCOc1ccccc1CN1CCN(Cc2cccc3c2OCO3)CC1CCO (centres undefined)	-5	-1.9	-2	6	91	-7	-0.2	-4	6
Cc1ccc(CN(Cc2ccco2)C(=S)NCC(=O)NCc2cccnc2)cc1	10	-0.9	6	-1	98	-1	-1.9	-3	4
COC(=O)c1ccc(NC(=S)Nc2cccc(C)n2)cc1	10	0.4	0	19	96	-4	-1.4	-5	12
O=C(CCN1C(=O)/C(=C/c2cccc(Br)c2)SC1=S)NNC(=O)c1cccnc1	2	-6.0	2	7	103	3	-1.4	-2	-7
COC(CNC(=O)c1ccc2c(c1)ncn2-c1cc(C)cc(C)c1)OC	9	0.1	-8	-3	106	7	-1.2	-32	20
CCOc1ccc(C(=O)CSCC(=O)O)cc1	4	2.8	-7	-3	87	-9	-0.8	-2	-14
COc1cccc2c(N/N=C/c3ccc(O)c(O)c3)cc(C)nc12	-1	-3.0	56*	-4	105	2	-1.0	-8	-4
COc1ccc(C(=O)CSc2nnc(-c3ccco3)o2)cc1	-4	0.3	-17	-5	106	0	-4.3	-17	12
O=C(O)c1nn(-c2ccc(F)cc2)ccc1=O	-12	-0.7	11	-1	98	2	-5.0	2	14
CCOc1ccc(OCCOCCN2CCOCC2)cc1	-23	-0.3	5	6	102	0	-4.3	6	17
O=c1[nH]c(C2CCCN(S(=O)(=O)c3ccccc3Cl)C2)nc2c1nnn2Cc1ccc2c(c1)OCCO2 (centres undefined)	5	-1.4	1	9	88	-19	-0.3	-30	nt
O=c1cc(CN2CCN(c3ccc(F)cc3)CC2)c2cc3c(cc2o1)CCCC3	8	-1.8	0	12	90	-7	-2.1	8	17
O=C(CC1C(=O)NCCN1Cc1ccccc1C(F)(F)F)NC1CCCCC1 (centres undefined)	12	3.8	8	31	91	-2	2.4	-37	2
Cc1cc(C)c(S(=O)(=O)Nc2ccc(N3CCOCC3)cc2)c(C)c1	-7	-4.0	5	nt	101	-4	-2.4	-24	-18
Cc1cccc(OCCCN2CCOCC2)c1C	5	0.1	-15	17	102	-1	3.2	5	15
N#CCCSc1ccccc1NC(=O)c1cc(=O)c2ccccc2o1	9	2.1	18	4	96	4	0.9	-25	-1
CN1C(=O)CS/C1=N\NC(=O)COc1cccc2cccnc12	8	0.6	-11	-17	94	-5	2.1	-6	3
CCOC(=O)c1ccccc1-n1nnnc1C	8	-0.3	-8	13	101	-3	0.7	0	18
Cc1ccc(N(CC(=O)Nc2cc(Cl)ccc2Oc2ccccc2)S(C)(=O)=O)c(C)c1	-7	0.5	-6	-7	96	-4	-1.4	-15	-13
COc1ccc2nc(NC(=O)c3cccc(OCc4c(C)noc4C)c3)sc2c1	4	-0.9	-7	-12	nt	nt	-1.8	-4	16
Cc1ccc(NC(=O)COC(=O)C2CC2C)c(S(=O)(=O)N2CCCCC2)c1 (centres undefined)	8	-1.5	4	-27	100	3	-3.0	-23	12
O=C(NNS(=O)(=O)c1ccc(C(=O)NC2CCCC2)cc1)c1ccncc1	1	-1.6	11	-9	100	-1	-1.5	0	-2
O=c1[nH]n2c(-c3ccccc3)nc(O)c2c2ccccc12	6	0.2	1	8	89	-6	-0.1	-1	18
O=C(/C=C/c1cn(-c2ccccc2)nc1-c1ccc2c(c1)OCCO2)NCCO	-16	-1.0	-3	4	98	-2	-1.2	-18	18
Cc1csc(NC(=O)c2cc3c(s2)CCC3)n1	-7	-2.3	13	3	103	8	-3.7	0	29
Cc1cc(N2CCN(C(=O)c3ccco3)CC2)n2ncnc2n1	3	-0.5	6	29	107	3	-0.8	3	-4
COc1ccc(-c2c(N)n[nH]c2C)cc1OC	1	-2.3	-3	-2	100	-3	-4.0	-6	21
CS(=O)(=O)N(CC(=O)N1CCN(Cc2ccc3c(c2)OCO3)CC1)Cc1ccc(Cl)cc1	-2	-4.9	-3	12	93	1	-0.5	-27	-4
Cc1cc(C)n2nc(SCc3nnc(SCc4ccccc4Cl)s3)nc2n1	-2	-0.3	2	37	100	3	-2.3	-2	4
Cc1ccccc1OCC(=O)Nc1ccc(S(=O)(=O)Nc2ccccn2)cc1	4	-4.5	2	19	109	0	-1.6	-16	-2
CCC(=O)Nc1ccc(N2CCN(C(=O)c3ccco3)CC2)c(Cl)c1	5	-2.6	-1	21	98	1	-1.3	-16	2
O=C(c1ccc2nc(Cc3ccccc3F)oc2c1)N1CC[C@H](O)C1	11	-2.4	-2	2	99	6	-0.3	-14	0
COc1ccc(C2C(C(C)=O)=C(O)C(=O)N2CCCn2ccnc2)cc1OC (centres undefined)	nt	nt	nt	11	100	-1	nt	nt	24
O=C(CCNC(=O)C1CCN(S(=O)(=O)c2ccc(F)cc2)CC1)NCc1ccccc1	-2	-1.3	-3	7	100	2	-0.7	-19	nt
O=C(O)CSc1nnc(CNc2ccc(Cl)cc2)n1Cc1ccccc1	12	-1.5	-7	10	105	2	1.8	-39	-6
COc1ccc(C2CC3(CC(C)(C)NC(=S)N3)Oc3cc(O)cc(C)c32)cc1OC (centres undefined)	5	-0.9	4	11	104	3	-2.0	-23	-5
O=C(NCCc1c[nH]c2ccccc12)C(=O)NCC1OCCN1S(=O)(=O)c1ccccc1 (centres undefined)	3	3.6	0	2	76	-14	-1.4	-22	12
CCCCSc1nc2c(cnn2-c2ccc(C)c(C)c2)c(=O)[nH]1	-2	0.8	-6	9	110	13	-0.9	2	-14
CN(C)C(=O)N1CCC(C(=O)NC2CCCCCCC2)CC1	-3	0.2	-7	31	76	-14	-0.6	-3	-5
O=C(Nc1ccn(Cc2ccccc2)n1)c1n[nH]c([N+](=O)[O-])c1Cl	34	-6.3	12	20	100	-1	-4.6	-21	13
